# HSF1 inhib = HSF1 inhibition; NIH3T3-HGL HSE-luciferase, MG132-induced, luminescence 8 h; hits give low values; activity change, negative = inhibition, % at 7.5 µM (by protocol); 300,000 compounds, 0.77% hits; AID 2098;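 active = more than half of replicate wells show activity change below -50%, luminescence cut by over half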;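 note: luciferase reports HSF-1 transcriptional activity via heat shock element; 0% = median of DMSO wells and -100% = zero luminescence signal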
# AI-2 QS mod = modulators of Vibrio harveyi AI-2 quorum sensing system. Vibrio harveyi JMH597 AI-2 luminescence/OD600 ratio, 9 h; hits give low values; strain lacks LuxN and CqsS sensors; 0 = neutral-control median. activity change, % at 7.5 µM. 300,000 compounds, 0.4% hits; in the data active = activity change below about -75%, passing the limit was not always enough;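 note: luminescence divided by OD600 gain over 9 h not by final OD600 alone; inactives centre near 13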
# HSP90 inh = HSP90 refolding inhibition in rabbit reticulocyte lysate | luciferase refolding luminescence, 3 h | inhibition, % at 5.6 µM | 290,000 compounds, 0.91% hits | AID 1789;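 active = inhibition above the screen-wide mean plus 3 SD, computed separately per campaign, cut at about 16% in these data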;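 note: 0% = DMSO wells and 100% = 60 µM geldanamycin wells; inhibitors lower the luminescence because luciferase stays unfolded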
# GSK3A inh = human GSK-3 alpha kinase inhibition; P49840; ADP-Glo luminescence, 60 min; inhibition, % at 10 µM; 320,000 compounds, 0.1% hits; AID 2650;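 in the data active = inhibition above about 50%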;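 note: GST-tagged GSK-3 alpha with peptide substrate and 25 µM ATP; 0% = DMSO neutral wells and 100% = GW8510 positive control wells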
# Target sequence (P49840 whole entry, looked up): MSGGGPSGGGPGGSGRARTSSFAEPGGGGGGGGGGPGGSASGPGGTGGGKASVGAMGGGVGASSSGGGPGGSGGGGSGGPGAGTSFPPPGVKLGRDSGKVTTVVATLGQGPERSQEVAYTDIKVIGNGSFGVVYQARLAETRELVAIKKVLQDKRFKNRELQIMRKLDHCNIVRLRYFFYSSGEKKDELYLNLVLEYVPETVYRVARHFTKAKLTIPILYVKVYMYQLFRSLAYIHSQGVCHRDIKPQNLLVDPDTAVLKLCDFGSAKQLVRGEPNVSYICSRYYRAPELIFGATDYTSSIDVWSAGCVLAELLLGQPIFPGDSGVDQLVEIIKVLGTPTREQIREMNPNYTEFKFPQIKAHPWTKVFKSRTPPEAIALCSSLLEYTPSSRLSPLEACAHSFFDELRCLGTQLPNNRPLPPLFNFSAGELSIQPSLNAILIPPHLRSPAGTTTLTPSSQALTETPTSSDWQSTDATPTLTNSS
# PolyA inhibitor = blocks polyadenylation in yeast reporter cells. S. cerevisiae SKY197-pL101 polyadenylation reporter, beta-gal luminescence; efflux-impaired pdr1/pdr3 knockout yeast; score 100 = 6 SD above DMSO. calls only at 12 µM. 300,000 compounds, 0.02% hits. AID 1875;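 active = lowest replicate activity score at least 50, where 100 means six control SD above control mean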;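 note: yeast exposed to compound for 9 h at 30 °C; higher score means more reporter readthrough which indicates perturbed polyadenylation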
# HSF-1 act = increases HSF-1 driven luciferase reporter signal. NIH3T3-HGL HSF-1 luciferase reporter, MG132, 8 h; 100% = twice DMSO control signal. activation, % at 9 µM. 300,000 compounds, 1.7% hits. AID 504408;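 active = mean replicate activation of at least 50% with a set share of replicates each reaching 50%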;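 note: 0% = median of the neutral control wells and 100% = twice that signal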
# GSK3beta inhib = human GSK3beta kinase inhibition; P49841; GST-GSK3beta kinase, ADP-Glo luminescence, 60 min; hits give low values; activity score (negative = inhibition), % at 10 µM; 300,000 compounds, 0.038% hits;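 active = more than half of replicate wells score below -50%, meaning over 50% inhibition versus plate controls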;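 note: 0% = median DMSO wells and -100% = median GW8510 positive control wells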
# Target sequence (P49841 whole entry, looked up): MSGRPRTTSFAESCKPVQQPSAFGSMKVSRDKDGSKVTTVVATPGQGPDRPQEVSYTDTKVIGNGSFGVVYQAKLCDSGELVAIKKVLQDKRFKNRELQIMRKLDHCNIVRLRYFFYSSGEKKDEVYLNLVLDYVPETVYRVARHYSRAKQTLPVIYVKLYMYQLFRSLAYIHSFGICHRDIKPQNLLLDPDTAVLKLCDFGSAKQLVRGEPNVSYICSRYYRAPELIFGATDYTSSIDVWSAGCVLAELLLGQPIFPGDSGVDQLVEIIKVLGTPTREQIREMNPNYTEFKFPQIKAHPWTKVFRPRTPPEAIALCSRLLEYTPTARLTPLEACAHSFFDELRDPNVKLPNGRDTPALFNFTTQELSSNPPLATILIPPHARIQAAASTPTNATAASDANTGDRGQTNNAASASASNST
#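 Assay system: GST-fused GSK3beta enzyme, cell-free / Medium: Tris pH 7.5 buffer with MgCl2, DTT, BSA, heparin / Also added: peptide substrate plus 25 µM ATP (final) / Compound: 10 µM single point / Timing: kinase reaction with compound 60 min at room temperature / Detection: ADP-Glo luminescence / Benchmarks: DMSO neutral wells and GW8510 at 20 µM as positive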
# aSyn 5UTR inh = 5' untranslated region of α-synuclein, MLPCN primary screen. 300,000 compounds, 0.82% hits. inhibition, % (tested at 7.5 µM). AID 1813. alpha-synuclein 5'UTR reporter, inhibitor activity; in the data active = inhibition above about 60%;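 note: H4 neuroglioblastoma cells stably carrying SNCA 5'UTR luciferase fusion; 0% = DMSO wells and 100% = positive control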
# IEC-6 cytotox = kills IEC-6 intestinal cells in KLF5 counter-screen; IEC-6 cytotoxicity, luminescence viability; 290,000 compounds, 0.78% hits; inhibition, % at 5 µM; in the data active = inhibition above about 22%;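 note: 0% = plate median of test compound wells and 100% = cytotoxic reference compound wells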
# KLF5 inhibitor = suppresses KLF5 promoter-driven expression | DLD-1 KLF5 promoter-luciferase reporter, luminescence | inhibition, % at 5 µM | 290,000 compounds, 0.23% hits;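 active = inhibition above a per-plate limit of that plate's mean compound inhibition plus 3 SD, cut at about 60% in these data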;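 note: 0% = DMSO wells and 100% = LY294002 at 200 µM; higher means less KLF5 promoter-driven luciferase light; inactives centre near -14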
# The depositor's hits bear a star; i = inactive; . = not tested or not shown.
SMILES,HSF1 inhib,AI-2 QS mod,HSP90 inh,GSK3A inh,PolyA inhibitor,HSF-1 act,GSK3beta inhib,aSyn 5UTR inh,IEC-6 cytotox,KLF5 inhibitor
Cc1cccc(N2C(=O)c3cccc4c(N5CCCCC5)c([N+](=O)[O-])cc(c34)C2=O)c1C,-2,25,-3,-5,i,-6,9,62*,0,-10
COc1cccc(/C=N/NC(=O)CSc2ccccc2C)c1O,7,13,-4,.,i,16,1,6,-4,7
Cc1ccc(N2CCN(C(=O)N3CCOCC3)CC2)c(C)c1,.,9,-2,0,.,.,-28,.,-4,-12
NNc1nc2c(Cl)cccc2s1,-10,13,-7,3,i,-13,4,-119,10,-115
CCOC(=O)N1CCC(c2nc3ccccc3[nH]2)CC1,0,26,0,1,i,-1,-2,-4,-2,-23
Cc1cc(S(=O)(=O)Nc2noc3ccccc23)ccc1F,-1,43,14,-1,i,-10,3,-10,-5,-20
Cc1csc(SCC(=O)NC(=O)NC(C)(C)C)n1,-1,29,-2,-2,i,-11,-1,-20,3,-21
O=C1OC(COc2ccc(Br)cc2)CN1c1ccccc1 (stereo unspecified),1,.,1,-2,i,7,2,-13,-4,-19
CC(C)=CC[N+]1(C)CCCCC1,-1,11,1,-2,.,14,-1,-3,-1,-8
CCC(=O)Nc1c2c(nn1-c1ccc(OC)cc1)CSC2,-1,6,1,1,i,-5,1,23,8,-19
Cc1cc(C(=O)COc2ccccc2C#N)c(C)n1C1CC1,6,16,.,-3,i,9,-3,-45,.,.
O=C(CSc1ncnc2ccccc12)NCc1ccco1,-1,13,-2,.,i,-17,-2,1,-6,-12
Cc1cccc(C(=O)NCCC(=O)Nc2nc(C)c(Cc3ccc4c(c3)OCO4)s2)c1,0,4,-1,-1,i,1,0,18,0,-32
CCN(CCC(=O)Nc1ccc(Br)c(C)c1)Cc1ccccc1,10,19,3,2,i,16,-1,24,2,-19
CCOC(=O)c1cc(-c2ccccc2)n(CCC(=O)NC(C)CC)c1C (stereo unspecified),8,15,1,1,i,28,1,-3,3,-32
O=C(NC1CCCC1)C(c1cccs1)N(C(=O)c1ccco1)c1ccc2c(c1)OCCO2 (stereo unspecified),-3,12,-2,12,i,27,-1,-21,0,6
Cc1ccc(/C=C(\C#N)C(=O)N2CCCC2)c(C)c1,-4,2,-1,-1,i,-1,2,-4,2,10
CCCC(NS(=O)(=O)c1ccc(OC)cc1)C(=O)O (stereo unspecified),2,10,2,.,i,-9,5,8,0,-15
N#C/C(=C\Nc1ccc(Cl)cc1)S(=O)(=O)c1ccccn1,-7,7,0,-1,i,-21,3,-23,1,-11
CC1CCCN(C(=S)SCC(=O)c2cc(Br)cc(Br)c2O)C1 (stereo unspecified),0,15,-1,-4,i,-13,2,4,-1,4
O=C(NCc1ccc2c(c1)OCO2)c1ccc2c(c1)C(=O)N(CC1CCCO1)C2=O (stereo unspecified),4,13,-2,-3,i,3,5,5,-1,-7
Cc1ccc(S(=O)(=O)Nc2cc(C(C)C)c(O)cc2C)cc1,0,2,-1,-3,i,-7,1,24,3,-4
CCN(CC)CC(=O)c1c[nH]c2ccc(OC)cc12,-11,18,0,0,i,0,0,6,2,7
COc1ccccc1OCC(=O)OCC(=O)NCCN1C(=O)CSC1=O,5,1,-4,-2,i,18,2,-10,-1,-21
Cc1ccc(C2=N/C(=C/c3cccs3)C(=O)N2Nc2ccccc2)cc1,9,59,13,-3,i,3,-9,21,2,-19
# Remaining list, next part.
SMILES,HSF1 inhib,AI-2 QS mod,HSP90 inh,GSK3A inh,PolyA inhibitor,HSF-1 act,GSK3beta inhib,aSyn 5UTR inh,IEC-6 cytotox,KLF5 inhibitor
CCN(CC)CCOC(=O)c1cccc(OC)c1,-9,40,-4,0,i,-11,0,0,-3,-38
C=CCSc1nnc2c(n1)OC(C)=Nc1ccc(Br)cc1-2,-7,-4,0,-1,i,6,2,-34,2,14
O=C(Nc1ccncc1)c1ccc2c(c1)C(=O)N(CC1CCCO1)C2=O (stereo unspecified),3,18,3,.,i,10,-2,26,-2,-7
Cc1ccc(S(=O)(=O)N(C)CCCC(=O)Nc2ccncc2)cc1,-4,9,3,0,i,0,-1,11,-1,-35
O=C(CN1C(=O)c2ccccc2C1=O)Nc1cccc([N+](=O)[O-])c1,0,-95*,0,-1,i,3,-3,-26,8,6
O=C(CSc1n[nH]c(-c2ccco2)n1)Nc1ccc(F)cc1,6,28,-2,-3,i,5,3,-4,-3,11
O=C(O)CCc1ccc(-c2ccccc2)n1CC1CCCO1 (stereo unspecified),6,7,0,-1,i,28,-2,-27,0,-1
CCC1(c2ccccc2)NC(=S)N(c2ccc(C)c(C)c2)N1 (stereo unspecified),21,6,-2,1,i,52*,-6,-28,-10,-10
Cc1ccc2nc(Cl)c(CN(Cc3cccs3)C(=O)C3CC3)cc2c1,16,10,-1,0,i,36,1,-25,2,8
Cc1nc(Nc2nc3ccccc3o2)nc(C)c1C,11,17,7,-1,i,19,2,-27,8,-186
COc1ccc(/C=N/n2c(=S)n(C)c3ccccc32)cc1OC,0,31,10,2,i,1,3,16,0,-5
COc1cc(OC)cc(C(=O)NCC(C)NC(=O)c2cc(OC)cc(OC)c2)c1 (stereo unspecified),3,11,.,-2,i,0,0,8,.,.
COc1cc(Cl)c(S(=O)(=O)n2cnc(C)c2)cc1Cl,6,3,2,-4,i,37,-3,14,2,0
CCOCC(=O)Nc1cc(OC)c(Cl)cc1OC,-5,19,3,0,i,-1,-1,-26,0,4
OC(COc1ccc(CNCCc2ccccc2F)cc1)CN1CCCCC1 (stereo unspecified),-3,13,-2,-1,i,-2,2,4,8,-14
C/C(=N\Nc1ccccc1[N+](=O)[O-])c1ccccc1O,34,21,-5,-2,i,33,3,-221,3,-103
COc1cccc(CN2CCN(Cc3nc(-c4cccc(F)c4F)oc3C)CC2=O)c1,-3,12,1,-3,i,13,2,3,-7,-19
O=C(c1ccc(Br)o1)N1CCC(c2nc3ccccc3[nH]2)CC1,1,17,.,.,i,-7,3,6,.,.
O=C(CSc1nc(-c2ccc(F)cc2)cs1)N1CCc2ccccc21,-6,5,-4,-1,i,0,3,22,0,-24
CCCc1nc2sc3c(=O)n(N)cnc3c2c2c1CCCC2,0,12,0,-1,i,7,-3,9,7,-10
CCOC(=O)C1CCN(C(=O)c2cccnc2Oc2ccccc2)CC1,-1,19,12,-1,i,4,1,-9,4,2
O=C(CN1C(=O)NC2(CCCC2)C1=O)Nc1ccc(OC(F)(F)F)cc1,1,-36,-1,-1,i,7,-4,-23,-1,-28
CCCCCSc1nc2c(cnn2-c2ccccc2)c(=O)[nH]1,.,.,0,0,.,.,.,.,-1,-15
CCOc1ccccc1C(=O)NC1CC2CCCC(C1)N2C1CC1 (stereo unspecified),-4,18,5,1,i,-4,1,12,6,17
CCc1[nH]nc2c1C(c1ccc(Br)s1)C(C#N)=C(N)O2 (stereo unspecified),.,.,1,11,.,.,.,.,1,-17
# (listing goes on)
SMILES,HSF1 inhib,AI-2 QS mod,HSP90 inh,GSK3A inh,PolyA inhibitor,HSF-1 act,GSK3beta inhib,aSyn 5UTR inh,IEC-6 cytotox,KLF5 inhibitor
COc1ccc(N=c2ssnc2Cl)cc1,0,38,5,-1,i,-3,-8,-7,6,20
O=S(=O)(c1cccc(S(=O)(=O)N2CCCC2)c1)c1cccc(S(=O)(=O)N2CCCC2)c1,6,14,-5,-2,i,7,-3,17,-9,-33
CCC(C)[C@H](NC(=O)[C@@H]1CSC2c3ccccc3C(=O)N21)C(=O)NC1CCCC1 (stereo partly specified),2,5,-3,-8,i,-2,2,-28,-5,4
OCCNc1nc2ccccc2n1-c1ccccc1,.,11,3,-1,i,.,3,.,-5,-36
CC(=O)C1=C(C)N2CCN=C2S1,-8,19,5,-1,i,27,0,-2,13,-13
COc1cc2c(cc1OC)C(C(=O)Nc1ccc3c(c1)OCCO3)C(c1cccnc1)N(C)C2=O (stereo unspecified),-5,5,0,-4,i,-4,0,-10,0,-20
COc1c(O)cc2oc(-c3ccc(O)cc3)cc(=O)c2c1O,40,20,.,6,i,44,-3,-28,.,.
Cc1cccc(NC2=NC(=S)N(CC#N)C23CCCCC3)c1,-10,11,0,2,i,11,-3,12,4,-2
COc1ccc(/C=C/C(=O)N(CC(C)C)C2CCS(=O)(=O)C2)cc1 (stereo unspecified),-1,9,.,-6,i,10,-4,4,.,.
COc1ccc(C)cc1-n1nnnc1SCC1CCCO1 (stereo unspecified),-1,30,-8,-4,i,-10,1,13,0,-26
Cc1cc(NC(=O)c2cccc(S(=O)(=O)N3CCCC3)c2)no1,-3,-4,2,-1,i,3,-2,-7,1,-16
CNc1ccc(SC#N)cc1,6,-53,15,-2,i,7,0,1,-2,-30
CCn1c(=S)sc2c(=O)n(CC(=O)Nc3ccc(OC)c(Cl)c3)c(C)nc21,4,18,0,-2,i,5,-4,13,1,-38
CC(NC(=O)c1cccs1)c1ccc2c(c1)OCO2 (stereo unspecified),6,-11,-1,0,i,6,2,-7,-6,3
Cc1ccc(NC(=O)[C@H](C)NC(=O)C2CCN(C(=O)[C@@H](N)C(C)C)CC2)cc1,-6,14,-6,0,i,16,-3,-33,-1,-7
CC(=O)c1sc(Nc2nc3ccc(F)cc3s2)nc1C,55,-5,2,.,i,82*,5,-216,-2,-135
CCn1cc(C(=O)NCc2ccco2)c(=O)c2ccc(C)nc21,7,8,1,2,i,-11,2,12,0,-8
CCC(=O)Nc1cccc(C(=O)c2ccccc2)c1,14,14,-3,4,i,11,-3,-3,0,-21
Cc1occc1C(=O)N/N=C/C=C/c1ccc(N(C)C)cc1,8,37,0,-3,i,6,-1,-129,8,-83
CN(CC(=O)NCCc1ccc(Cl)cc1)S(=O)(=O)c1ccc2c(c1)c(=O)n(C)c(=O)n2C,2,-3,-4,-1,i,7,5,33,-4,-12
CC1=NN(c2ccc(C)cc2C)C(=O)C1C(c1ccccc1O)C1C(=O)N(c2ccc(C)cc2C)N=C1C (stereo unspecified),-2,10,4,-1,i,5,5,-18,-3,-9
CCCS(=O)(=O)N1CCN(C(=O)c2ccco2)CC1,-6,25,-3,-2,i,0,-9,-9,-1,-27
COc1cc(C=O)ccc1OCc1c(C)noc1C,-3,11,12,.,i,-5,-4,5,1,-29
CNc1nc(SC)nc2ccsc12,-5,17,2,0,i,-7,0,12,0,6

# The list is partial, so the mix of outcomes need not match the whole.
